Screens (PubChem)
CHRM4 agonist: CHRM4 agonism in calcium assay. CHO-K1 hM4/Gqi5, Fluo-8 calcium fluorescence; vehicle 0%, full acetylcholine response 100%. activation, % at 3 µM. 360,000 compounds, 0.14% hits. AID 624127;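 active means activation above the run mean over all test wells plus 3 SD, cut at about 32% in these data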;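 further: peak over basal fluorescence ratio per well then scaled between controls; 0% = DMSO wells and 100% = acetylcholine at EC100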
TAAR1 agonist: human TAAR1 agonism; activation, % at 3 µM; 360,000 compounds, 0.99% hits; CHO RD-HGA16 TAAR1, Fluo-8 calcium fluorescence; vehicle wells 0%, saturating PEA agonist 100%; Q96RJ0;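 active means activation above the mean activation of all test compounds in the run plus 3 SD, cut at about 38% in these data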
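System: CHO-derived RD-HGA16 cells with stable Gα16 and human TAAR1. Times: 17-24 h plating, Fluo-8 75 min 37 °C, 30 min RT. Measured by: calcium-sensitive Fluo-8 signal, excitation 470-495, emission 515-575 nm. Read-out basis: % activation relative to PEA EC100 response. Control set: DMSO and PEA EC100. Repeats: no replicates (n 1).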
M5 PAM: positive allosteric modulators of human muscarinic M5 receptor. CHO-K1 hM5, Fluo-8 calcium, ACh EC20 PAM; 0% = ACh EC20, 100% = ACh EC100. activation, % at 3 µM. 360,000 compounds, 0.3% hits. AID 624038;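 active means activation above the run cutoff, the mean activation of all test compounds plus 3 SD, cut at about 18% in these data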
Target sequence (P08912 whole entry, looked up): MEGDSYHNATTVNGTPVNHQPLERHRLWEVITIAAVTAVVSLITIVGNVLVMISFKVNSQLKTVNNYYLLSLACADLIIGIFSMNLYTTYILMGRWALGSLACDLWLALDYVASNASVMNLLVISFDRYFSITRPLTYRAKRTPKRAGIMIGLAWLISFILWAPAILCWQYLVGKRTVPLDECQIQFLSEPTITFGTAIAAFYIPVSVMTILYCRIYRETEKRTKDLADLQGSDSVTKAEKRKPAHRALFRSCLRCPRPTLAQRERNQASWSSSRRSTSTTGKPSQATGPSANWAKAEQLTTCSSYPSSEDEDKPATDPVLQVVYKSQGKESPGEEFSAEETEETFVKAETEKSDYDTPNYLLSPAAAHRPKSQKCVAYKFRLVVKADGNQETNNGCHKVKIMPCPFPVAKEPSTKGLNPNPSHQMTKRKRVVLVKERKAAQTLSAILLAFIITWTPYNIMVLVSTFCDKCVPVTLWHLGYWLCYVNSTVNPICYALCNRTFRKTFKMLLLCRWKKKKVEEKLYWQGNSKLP
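Test system: CHO-K1 hM5 cells / Doses: single-point, 3 µM nominal / Times: Post-acetylcholine fluorescence recording 140 s / Technique: Fluo-8 calcium fluorescence / Measure: Max/basal fluorescence ratio as % of EC20–EC100 ACh window / Benchmarks: low control EC20 acetylcholine (0%), high control EC100 acetylcholine (100%) / Replicates: one well per compound, no replicates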
M1 ag: human M1 muscarinic receptor agonism | activation, % at 3 µM | P11229 | 360,000 compounds, 0.33% hits | CHO-K1 hM1, Fluo-8 calcium fluorescence, agonist mode; 0% DMSO, 100% acetylcholine EC100;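 active means activation above the run's mean compound activation plus 3 SD, cut at about 16% in these data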;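 further: peak over basal fluorescence ratio within a 140 s kinetic read after compound addition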
Target sequence (P11229 whole entry, looked up): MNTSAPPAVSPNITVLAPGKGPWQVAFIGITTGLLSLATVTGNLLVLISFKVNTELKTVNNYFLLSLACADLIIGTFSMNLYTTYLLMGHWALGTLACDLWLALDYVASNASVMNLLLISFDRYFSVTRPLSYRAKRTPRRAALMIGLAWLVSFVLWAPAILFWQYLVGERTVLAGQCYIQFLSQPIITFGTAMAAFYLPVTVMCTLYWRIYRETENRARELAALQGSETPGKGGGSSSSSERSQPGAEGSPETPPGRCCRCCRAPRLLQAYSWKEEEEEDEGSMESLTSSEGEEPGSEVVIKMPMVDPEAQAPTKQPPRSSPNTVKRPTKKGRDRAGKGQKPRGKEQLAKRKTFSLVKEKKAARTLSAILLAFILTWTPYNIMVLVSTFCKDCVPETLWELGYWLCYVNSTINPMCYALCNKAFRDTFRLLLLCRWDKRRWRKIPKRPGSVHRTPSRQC
M5 ag: CHRM5 agonism in calcium assay. P08912. CHO-K1 hM5 cells, Fluo-8 calcium fluorescence; 0% DMSO wells, 100% maximal acetylcholine response. activation, % at 3 µM. 360,000 compounds, 0.19% hits. AID 624037;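 active means activation above the run's mean over test compounds plus 3 SD, cut at about 23% in these data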;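 further: signal is peak over basal fluorescence ratio across the kinetic read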
M1 antag: antagonists of human M1 muscarinic receptor. P11229. 360,000 compounds, 1.3% hits. inhibition, % at 3 µM. CHO-K1 hM1, Fluo-8 calcium fluorescence, ACh EC80 antagonist. AID 588852;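 active means percent inhibition above its own plate's cutoff, namely the mean of that plate's compound wells plus 3 SD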;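 further: peak over basal fluorescence ratio during 140 s after agonist addition; 0% = ACh EC80 plus DMSO and 100% = DMSO alone without agonist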
CHRM4 antagonist: CHRM4 antagonism in calcium assay | P08173 | CHO-hM4 cells, ACh EC80, Fluo-8 calcium fluorescence | inhibition, % at 3 µM | 360,000 compounds, 0.73% hits;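 active means inhibition above its plate's cutoff, the mean inhibition of sample wells plus 3 SD, cut at about 27% in these data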;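 further: 0% = acetylcholine EC80 with DMSO and 100% = DMSO without agonist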
CHRM1 PAM: human CHRM1 positive allosteric modulation | P11229 | CHO-K1 hM1, Fluo-8 calcium fluorescence, ACh EC20; 0% = ACh EC20, 100% = maximal ACh | activation, % at 3 µM | 360,000 compounds, 0.088% hits | AID 588819; in the data active means activation above about 19%, passing the limit was not always enough
M5 antag: antagonists of human muscarinic M5 receptor (CHRM5). CHO-hM5 cells, Fluo-8 calcium fluorescence, ACh EC80. inhibition, % at 3 µM. 360,000 compounds, 0.59% hits;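 active means inhibition above a per-plate cutoff, the mean of that plate's test compounds plus 3 SD, cut at about 27% in these data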;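 further: 0% = acetylcholine EC80 with DMSO and 100% = DMSO without agonist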
* marks the source's active call; other numbers are inactive results.

#	CHRM4 agonist	TAAR1 agonist	M5 PAM	M1 ag	M5 ag	M1 antag	CHRM4 antagonist	CHRM1 PAM	M5 antag	Molecule
1	3	2	-1	2	1	3	-3	4	6	CC(=O)Nc1ccc(S(=O)(=O)Nc2ccccc2N2CCOCC2)cc1
2	0	5	2	-6	-1	-8	6	11	4	NC(=O)CSc1nnc(NC(=O)c2cccc(S(=O)(=O)N3CCCCC3)c2)s1
3	3	6	-1	-4	-3	-7	13	-5	-1	COc1ccc(C(=O)N/N=C/c2cc3ccccc3[nH]c2=S)cc1
4	22	-1	5	-6	-1	-5	2	13	-1	CCOc1ccc2nc(SCC(=O)N(CC(C)C)c3c(N)n(Cc4ccccc4)c(=O)[nH]c3=O)[nH]c2c1
5	1	2	1	-1	5	-8	-19	12	0	COc1cc(/C=C/C(=O)OCC(=O)NCc2ccco2)ccc1O
6	2	15	1	0	-3	-8	-20	4	-10	O=C(Nc1ccc(F)cc1F)c1ccc(-n2cncn2)nc1
7	1	8	2	-2	-3	-7	-1	8	7	c1ccc2sc(NCC3CCCO3)nc2c1 (stereo unspecified)
8	1	6	-5	-5	-2	4	7	0	8	CCOC(=O)c1ccccc1NC(=O)Cc1c(C(=O)O)n(C)c2ccccc12
9	0	4	0	1	0	-8	-4	12	15	COCCSc1nnc(NC(=O)C2CC(=O)N(c3ccccc3)C2)s1 (stereo unspecified)
10	2	3	1	-3	2	-15	-5	9	5	CCOc1ccc(S(=O)(=O)N2CCC(C(=O)N3CCCC3)CC2)cc1C
11	1	0	0	-3	-2	-8	0	3	8	CN(CC(=O)Nc1ccccc1Cl)C(=O)COC(=O)c1cnccn1
12	1	-4	-7	-2	-1	-5	6	4	9	CC(=O)c1cccc(NC(=O)CSc2nnc(C(C)N(C)C)n2-c2ccc(F)cc2)c1 (stereo unspecified)
13	0	-2	1	-5	-4	4	9	-1	1	O=C(COc1ccc(Cl)cc1)Nc1ccc2c(c1)CCC2
14	0	4	7	-2	0	-12	-2	5	-3	CCCOc1c(OC)cccc1C1CC(=O)Nc2cc(OC)c(OC)c(OC)c21 (stereo unspecified)
15	1	1	-2	-2	-1	-47	-13	8	0	COCCOC(=O)C1=C(C)NC2=C(C(=O)CCC2)C1c1cc2c(cc1Br)OCO2 (stereo unspecified)
16	1	-2	7	-5	1	7	4	-2	-1	N#Cc1ccccc1NC(=O)COc1ccc2c(c1)OCO2
17	2	1	2	-3	0	-15	-7	9	3	CCCn1c(O)c(N=NC(=O)c2cccnc2)c2cc(Br)ccc21
18	28	21	-39	-1	6	44*	25	-23	21	CC(C)(C)OC(=O)NCCCCCNC(=O)c1nc[nH]c1C(=O)NCCCCCNC(=O)OC(C)(C)C
19	2	2	-5	-12	2	10	5	-6	2	Cc1ccccc1-n1nc2c(c1NC(=O)c1ccc(S(=O)(=O)N(C)C)cc1)CSC2
20	0	10	3	-3	-5	9	5	-3	4	O=C(CCNS(=O)(=O)c1cccc2nsnc12)NCCC1=CCCCC1
21	4	3	-3	-1	14	-12	-4	4	-5	CCOc1ccc(C(C)C)cc1S(=O)(=O)N1CCN(C(=O)c2ccco2)CC1
22	-1	11	2	-3	1	-1	1	6	-3	Cc1cc(C(=O)Nc2ccccn2)cs1
23	1	2	-9	-2	-3	5	-4	0	10	O=C(CN1C(=O)COc2ccc(Cl)cc21)N1CCOCC1
24	1	6	-6	0	-2	-9	-4	1	8	N#Cc1ccc(-c2nc3ccc(Br)cc3c(=O)n2O)cc1
25	4	-1	2	-3	1	-13	-2	10	-5	COc1ccccc1CC(=O)Nc1cc(OC)c(NC(=O)c2ccccc2)cc1OC
26	1	1	1	-1	-1	-9	-13	7	5	CCOC1=C2CN(S(=O)(=O)c3ccc(C)cc3)[C@@H](c3ccc(CC)cc3)C[C@H]2[C@H]2C(=O)N(c3ccccc3)C(=O)[C@H]2C1
27	0	1	-4	-12	-2	-3	-1	1	8	CCN(CC)CCCn1c(=S)[nH]c2cc(C(=O)OC)ccc2c1=O
28	3	2	3	-3	3	0	-7	0	-12	COc1ccc(OC)c(-c2csc(NC(=O)C3=NNC(=O)CC3)n2)c1
29	6	5	-17	-7	-1	17	5	-9	21	CN(c1ccccc1)S(=O)(=O)c1ccc(Cl)c(C(=O)Nc2ccc(-c3nc4ccccc4[nH]3)cc2)c1
30	8	5	-3	-1	2	2	-7	-4	5	CC(NC(=O)c1ccco1)c1nc(-c2ccc(C(C)(C)C)cc2)no1 (stereo unspecified)
31	-2	9	-2	-4	1	-9	4	12	0	CCOc1ccc(C(=O)N2CCCC2)cc1
32	7	-1	1	-6	-2	-5	-5	-1	-2	O=C(Nc1ccc(F)cc1)C1C2CCC3C(CCC21)C3(Cl)Cl (stereo unspecified)
33	1	5	4	1	0	-6	-2	11	-2	O=C(c1ccccc1)c1nnc(-c2ccccc2F)o1
34	10	5	-11	1	9	-5	-11	0	4	CC(C)OCCCNC(=O)CCCC(=O)Nc1ccc(OCCc2ccccc2)cc1
35	3	3	-1	-4	-2	-5	-2	0	4	O=C(CN1C(=O)/C(=C/c2cccc(Br)c2)SC1=S)NCCCN1CCOCC1
36	0	-3	-1	-6	2	5	17	-6	-1	COC(=O)c1cc2nc(-c3ccccc3)cc(C(F)(F)F)n2n1
37	0	-1	4	-3	1	-26	-1	17	1	COc1ccc(CN2C(=O)c3ccccc3C2C(=O)NC2CCCC(C)C2C)c(OC)c1 (stereo unspecified)
38	1	2	0	-3	-3	-7	-17	3	8	C[C@@H]1C(=O)O[C@H]2C[C@@]34[C@H]5C[C@@H](C(C)(C)C)[C@]36[C@@H](OC(=O)[C@@H]6O)O[C@@]4(C(=O)O5)[C@]21O
39	0	1	-2	-2	1	-4	-12	3	7	NC(=O)C1CCN(C(=O)c2cnn(-c3ccccc3)c2NC(=O)c2cccc(F)c2)CC1
40	0	13	-4	0	-1	-16	-7	5	-1	COCCCNC(=O)CC(NS(=O)(=O)c1ccc(Cl)cc1)c1ccco1 (stereo unspecified)
41	2	4	2	-4	-2	-1	5	-5	-2	COc1ccc(N2C(=O)CC(Sc3nc4c(cc3C#N)CCC4)C2=O)cc1 (stereo unspecified)
42	-1	2	-5	-5	-3	2	1	-2	5	CCOC(=O)c1cccc(-c2c(-c3ccccc3)ncc3cc(OC)c(OC)cc23)c1
43	5	6	-6	-6	1	3	3	8	0	O=C1c2ccccc2C(=O)N1CCCc1nc2ccccc2c(=O)n1CCCn1ccnc1
44	14	1	-13	-5	-7	3	-4	-11	7	COc1cc(CN2CCC(N3CCC(C(=O)N4CCCC4)CC3)CC2)cc2c1OCO2

M1 antag, hit marks shown above.
#	CHRM4 agonist	TAAR1 agonist	M5 PAM	M1 ag	M5 ag	M1 antag	CHRM4 antagonist	CHRM1 PAM	M5 antag	Molecule
18	28	21	-39	-1	6	44*	25	-23	21	CC(C)(C)OC(=O)NCCCCCNC(=O)c1nc[nH]c1C(=O)NCCCCCNC(=O)OC(C)(C)C

An excerpt from above in order of molar mass, ascending.
#	CHRM4 agonist	TAAR1 agonist	M5 PAM	M1 ag	M5 ag	M1 antag	CHRM4 antagonist	CHRM1 PAM	M5 antag	Molecule
31	-2	9	-2	-4	1	-9	4	12	0	CCOc1ccc(C(=O)N2CCCC2)cc1
33	1	5	4	1	0	-6	-2	11	-2	O=C(c1ccccc1)c1nnc(-c2ccccc2F)o1
36	0	-3	-1	-6	2	5	17	-6	-1	COC(=O)c1cc2nc(-c3ccccc3)cc(C(F)(F)F)n2n1
30	8	5	-3	-1	2	2	-7	-4	5	CC(NC(=O)c1ccco1)c1nc(-c2ccc(C(C)(C)C)cc2)no1 (stereo unspecified)
41	2	4	2	-4	-2	-1	5	-5	-2	COc1ccc(N2C(=O)CC(Sc3nc4c(cc3C#N)CCC4)C2=O)cc1 (stereo unspecified)
40	0	13	-4	0	-1	-16	-7	5	-1	COCCCNC(=O)CC(NS(=O)(=O)c1ccc(Cl)cc1)c1ccco1 (stereo unspecified)
38	1	2	0	-3	-3	-7	-17	3	8	C[C@@H]1C(=O)O[C@H]2C[C@@]34[C@H]5C[C@@H](C(C)(C)C)[C@]36[C@@H](OC(=O)[C@@H]6O)O[C@@]4(C(=O)O5)[C@]21O
42	-1	2	-5	-5	-3	2	1	-2	5	CCOC(=O)c1cccc(-c2c(-c3ccccc3)ncc3cc(OC)c(OC)cc23)c1
34	10	5	-11	1	9	-5	-11	0	4	CC(C)OCCCNC(=O)CCCC(=O)Nc1ccc(OCCc2ccccc2)cc1
44	14	1	-13	-5	-7	3	-4	-11	7	COc1cc(CN2CCC(N3CCC(C(=O)N4CCCC4)CC3)CC2)cc2c1OCO2
39	0	1	-2	-2	1	-4	-12	3	7	NC(=O)C1CCN(C(=O)c2cnn(-c3ccccc3)c2NC(=O)c2cccc(F)c2)CC1
37	0	-1	4	-3	1	-26	-1	17	1	COc1ccc(CN2C(=O)c3ccccc3C2C(=O)NC2CCCC(C)C2C)c(OC)c1 (stereo unspecified)
43	5	6	-6	-6	1	3	3	8	0	O=C1c2ccccc2C(=O)N1CCCc1nc2ccccc2c(=O)n1CCCn1ccnc1
35	3	3	-1	-4	-2	-5	-2	0	4	O=C(CN1C(=O)/C(=C/c2cccc(Br)c2)SC1=S)NCCCN1CCOCC1
29	6	5	-17	-7	-1	17	5	-9	21	CN(c1ccccc1)S(=O)(=O)c1ccc(Cl)c(C(=O)Nc2ccc(-c3nc4ccccc4[nH]3)cc2)c1
26	1	1	1	-1	-1	-9	-13	7	5	CCOC1=C2CN(S(=O)(=O)c3ccc(C)cc3)[C@@H](c3ccc(CC)cc3)C[C@H]2[C@H]2C(=O)N(c3ccccc3)C(=O)[C@H]2C1

An excerpt; the hit share may differ from the screen's.
